Dengue-2 NS5 capping = flavivirus cap methylation enzyme inhibition – biochemical, confirmation dose response, primary screen (AID 588689) | inhibition, % at 25 µM; hits with a dose series show IC50 in µM | Dengue-2 NS5 methyltransferase capping enzyme assay, biochemical; higher % means a stronger effect | actives 0.3% (n = 340,000); in the data active = a potency from the dose series; inconclusive = inhibition above about 29% without an active follow-up result
UTI89 phage lysis = protection from phage-mediated lysis, alamar blue read-out – E. coli UTI89, K1F phage, bacterial capsule biogenesis inhibitors (AID 488966) | E. coli UTI89 K1F phage lysis, alamar blue, 2 h; higher % means a stronger effect | inhibition, % at 100 µM; hits with a dose series show IC50 in µM | actives 0.02% (n = 340,000);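 active = phage lysis inhibition, versus mean bacterial control, above a set limit; inconclusive = no clear call, values can overlap the other calls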;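 also: capsule biogenesis inhibitors block K1F phage lysis so surviving cells raise fluorescence; higher fluorescence means more inhibition of phage lysis; actives were called in the ten point dose series up to 300 µM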
West Nile virus CPE = West Nile virus antiviral activity, cell-based, CPE readout (AID 1621); West Nile virus-infected cells, CPE inhibition; higher % means a stronger effect; one-dose CPE inhibition, % at 10 µM; IC50 in µM for titrated hits; actives 0.02% (n = 290,000); in the data active = a potency from the dose series; inconclusive = CPE inhibition mostly from about 3.7% at the one dose, without a potency; inactive = the rest, 99 in 100 with CPE inhibition below about 2.2%; also: strong numbers were not always called active
MgcRacGAP inhibition = MgcRacGAP GTPase-activating activity inhibitors, confirmation, biochemical, ADP Hunter fluorescence; MgcRacGAP-stimulated Rac1 GTP hydrolysis, ADP Hunter fluorescence; higher % means a stronger effect; GST-tagged Rac1 F28L mutant substrate; actives 0.6% (n = 340,000); inhibition, % at 30 µM, or IC50 in µM where a hit was titrated;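 active = first-screen hits whose inhibition reached a set limit at any dose in the follow-up dose series; inconclusive = inhibition above the set first-screen limit but never retested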;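 also: fluorescence reports GDP produced by GAP-driven GTP hydrolysis; strong numbers were not always called active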
RSV antiviral HEp-2 = RSV antiviral activity via CPE protection, HEp-2 cells, primary 10 µM value included (AID 2391); HEp-2 cells, RSV-induced CPE inhibition; higher % means a stronger effect; CPE inhibition, % at 10 µM; hits with a dose series show IC50 in µM; actives 0.13% (n = 310,000); in the data active = a potency from the dose series; inconclusive = CPE inhibition mostly from about 23% at the one dose, without a potency; inactive = the rest, 99 in 100 with CPE inhibition below about 21%; also: strong numbers were not always called active
SV40 large T antigen = TAg ATPase/helicase activity blockers – biochemical (AID 1903). actives 0.39% (n = 310,000). inhibition, % at 20 µM, or IC50 in µM where a hit was titrated. SV40 large T antigen ATPase/helicase inhibition assay; higher % means a stronger effect; in the data active = a potency from the dose series; inconclusive = inhibition mostly from about 32% at the one dose, without a potency; inactive = the rest, 99 in 100 with inhibition below about 32%; also: strong numbers were not always called active
AID2073 = disruptors of CaV2.2 binding to Mint1 – biochemical, HTRF (AID 2073). inhibition, % at 20 µM, or IC50 in µM where a hit was titrated. actives 0.19% (n = 290,000). HTRF protein-protein interaction, Mint1-CaV2.2; higher % means a stronger effect; in the data active = inhibition mostly above about 51%, no sharp cut-off; inconclusive = no clear call, values can overlap the other calls; inactive = mostly below about 53%; also: some results filed as inactive read as strong as hits
NTR1 agonist = NTR1-driven beta-arrestin-GFP spot formation – imaging, U2OS cells, high content, primary screen (AID 493036). P30989. activation, % at 20 µM. actives 0.17% (n = 330,000). agonist mode;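 active = activation at or above 40% of the spot to cytoplasm intensity ratio, with at least 20 cells analyzed; inconclusive = wells under 20 cells, flagged as cytotoxic or low count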;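 also: 0% = DMSO without peptide and 100% = 100 nM NTR1 peptide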
Target sequence (P30989 whole entry, looked up): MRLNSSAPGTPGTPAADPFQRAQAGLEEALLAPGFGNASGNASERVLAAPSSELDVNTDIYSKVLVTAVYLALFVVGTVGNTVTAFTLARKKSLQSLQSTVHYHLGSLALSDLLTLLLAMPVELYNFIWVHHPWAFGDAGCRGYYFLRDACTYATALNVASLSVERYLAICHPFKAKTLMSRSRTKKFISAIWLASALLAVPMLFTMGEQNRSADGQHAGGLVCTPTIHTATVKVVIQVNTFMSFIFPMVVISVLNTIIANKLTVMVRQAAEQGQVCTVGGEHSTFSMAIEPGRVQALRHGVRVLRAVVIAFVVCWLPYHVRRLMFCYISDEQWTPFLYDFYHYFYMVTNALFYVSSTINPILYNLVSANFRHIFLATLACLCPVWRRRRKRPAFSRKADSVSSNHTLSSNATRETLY
SIAH1 antagonists = Siah-1 peptide-binding antagonists, primary screen, biochemical, fluorescence polarization, rhodamine-plectin, uHTS (AID 1817). Siah-1 / rhodamine-plectin peptide fluorescence polarization; higher % means a stronger effect. displacement, % at 20 µM; hits with a dose series show IC50 in µM. actives 0.02% (n = 290,000);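 active = displacement of at least 50% at 20 µM, with a fluorescence ratio check between 0.3 and a set limit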;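 also: plate controls were Siah plus tracer with DMSO for no effect and tracer alone without Siah for full effect; strong numbers were not always called active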
NTR1 agonist cell count 20 µM = further read-out of NTR1 agonist, marked with its call; cell count; measured here: cell count, cytotoxicity flag
Dengue-2 NS5 capping pilot replicate = second read-out of Dengue-2 NS5 capping, no call of its own (marks repeat the call); inhibition, %; measured here: pilot screen replicate inhibition
Active calls of the source: *; ? = inconclusive; nt = no result given; [ ] = dose if it differs, or a comment.

SMILES	Dengue-2 NS5 capping	UTI89 phage lysis	West Nile virus CPE	MgcRacGAP inhibition	RSV antiviral HEp-2	SV40 large T antigen	AID2073	NTR1 agonist	NTR1 agonist cell count 20 µM	SIAH1 antagonists	others
Cc1cccc(C(=O)NC2=NCCS2)c1	-3.7%	-1.7%	0.1%	-7.6%	2.7%	25.9%	3.8%	-0.6	48	-2.6%
O/N=C1/CCc2nonc2/C1=N/O	0.0%	2.4%	0.3%	6.8%	0.6%	8.9%	24.6%	1.1	61	-1.2%
COc1ccccc1N(CC(=O)Nc1cccnc1)S(=O)(=O)c1ccccc1	-4.1%	2.3%	-0.6%	0.0%	-0.2%	-1.9%	2.6%	-1.2	44	1.7%
CCOC(=O)c1cnc2ccc(OCC)cc2c1N(C)Cc1ccccc1	-1.3%	1.8%[50 µM]	0.2%	10.7%	0.3%	5.8%	7.3%	12.2	38	0.9%
CNC(=S)Nc1ccc2[nH]c(=O)[nH]c2c1	-9.4%	1.1%	0.1%	12.1%	-0.7%	8.9%	-8.0%	1.1	52	0.7%
CCOC(=O)c1cc(=O)n2nc(-c3ccc(C)cc3)nc2s1	-2.4%	1.0%	-0.4%	8.1%	0.7%	12.6%	4.7%	0.4	93	-0.8%
COc1cccc(OC)c1C(=O)Nc1ccccc1C(=O)N1CCCCCC1	1.3%	0.1%	0.2%	8.0%	0.5%	3.4%	-2.0%	1.2	54	3.1%
CC(C)N1C(=O)C2C(c3ccccc3O)NC(C)(C(=O)O)C2C1=O (stereo unspecified)	0.7%	-1.1%	0.3%	2.4%	0.9%	8.9%	-5.1%	3.1	58	0.4%
COc1cc(-c2noc(CCC(=O)NC3CCCC3)n2)cc(OC)c1OC	-0.9%	0.2%	-0.6%	2.0%	1.2%	12.3%	3.9%	-1.3	44	3.3%
O=C(c1ccco1)N1CCN(Cc2ccc(F)cc2)CC1	-3.3%	0.2%	-1.6%	24.1%	-0.8%	9.1%	7.3%	0.6	52	-1.9%	Dengue-2 NS5 capping pilot replicate=-0.9
CCCC(C)NC(=O)Cc1ccc(Br)cc1 (stereo unspecified)	-8.8%	5.0%	-0.2%	-2.7%	-0.2%	14.9%	-1.0%	0.5	71	3.1%
COc1cccc(CNC(C)(C)CO)c1OCc1ccc(Cl)cc1	-3.7%	-0.1%	0.3%	7.7%	-0.9%	12.7%	-1.6%	0.7	40	-3.6%
N=C1/C(=C\c2coc3ccccc3c2=O)C(=O)N=C2SC=CN12	?	0.7%	2.0%	13.5%	-2.1%	34.7%	14.2%	1.3	50	1.9%
COc1cc2c(cc1OC)CN(C(=O)COc1ccc(C#N)cc1)CC2	3.2%	1.3%	0.3%	3.6%	2.6%	5.2%	-6.6%	-0.4	57	1.5%
C/C=C(\C)C(=O)O[C@H](c1cc2ccc(=O)oc2cc1OC)[C@@H](O)C(C)(C)O	-2.8%	-0.2%	nt	7.2%	0.3%	nt	nt	-0.5	46	nt
COC(=O)c1c(NC(=O)CN2C(=O)NC3(CCc4ccccc4C3)C2=O)sc2c1CCCCC2 (stereo unspecified)	-0.9%	0.1%	-0.1%	13.7%	1.9%	16.8%	5.9%	5.8	88	5.2%
COc1ccc(-c2cn(Cc3ccc4c(c3)C(=O)c3ccccc3C4=O)nn2)cc1	5.0%	0.9%	-1.1%	5.4%	0.6%	5.6%	10.5%	2.3	84	-3.3%
COc1ccc(C(C(=O)Nc2ccc(C(C)C)cc2)N(C)C(=O)CNC(C)=O)cc1 (stereo unspecified)	1.6%	-0.1%	-1.2%	3.9%	1.0%	1.0%	2.4%	-2.4	77	-3.9%
O=C1COc2ccc(NC(=O)c3ccccc3C(=O)O)cc2N1	-8.2%	0.1%	-0.9%	2.7%	0.5%	4.7%	-8.4%	-0.8	58	12.4%
CC(CCc1ccco1)NC(=O)Cn1ncc2c1-c1ccccc1OC2 (stereo unspecified)	-3.5%	-0.7%	-0.3%	6.6%	1.8%	36.7%	-4.4%	-0.5	86	1.7%
C/C(N)=N\S(=O)(=O)c1ccc(Cl)cc1	-1.4%	0.3%	-0.3%	-11.3%	2.6%	1.2%	6.4%	0.3	50	1.4%
O=C(N/N=C/c1ccncc1)c1cc(C2CC2)nc2ccccc12	-4.5%	0.7%	0.1%	1.8%	1.4%	4.4%	4.3%	0.3	33	8.0%
C#CCOCCOCCOCCNc1nc(N2CCN(C(=O)[C@H](CCCN=C(N)N)n3cc(C(N)[C@@H](C)CC)nn3)CC2)nc(N2CCN(C(=O)[C@H](CCC(=O)O)n3cc([C@@H](N)CO)nn3)CC2)n1 (stereo partly specified)	4.0%	0.4%	nt	9.6%	nt	nt	nt	-1.3	56	nt	Dengue-2 NS5 capping pilot replicate=1.8
C=C(C)COc1ccc2c(C)c(CCC(=O)N3C[C@H]4C[C@@H](C3)c3cccc(=O)n3C4)c(=O)oc2c1	-4.3%	4.2%	-1.0%	-0.7%	2.4%	nt	3.2%	1.3	104	-2.7%
CC(C)(C)c1ccc(C(=O)OCC(=O)Nc2sc3c(c2C#N)CCC3)cc1	-9.1%	3.9%[50 µM]	0.3%	6.0%	2.5%	12.8%	2.9%	4.3	53	-0.3%

(continued)
SMILES	Dengue-2 NS5 capping	UTI89 phage lysis	West Nile virus CPE	MgcRacGAP inhibition	RSV antiviral HEp-2	SV40 large T antigen	AID2073	NTR1 agonist	NTR1 agonist cell count 20 µM	SIAH1 antagonists	others
CN(C)C(=O)CSc1nc2ccc(N3C(=O)c4ccccc4C3=O)cc2s1	0.8%	0.7%	-0.5%	8.3%	0.1%	13.9%	-6.7%	-0.1	54	-1.9%
CN(C)S(=O)(=O)c1ccc(C(=O)NCC(=O)N/N=C/c2cccs2)cc1	-7.2%	0.1%	0.6%	9.1%	1.3%	2.8%	11.4%	-0.8	69	-3.8%
COc1ccccc1OCc1ccc(C(=O)NCc2ccco2)o1	-6.3%	-0.1%	-0.6%	-3.7%	2.8%	15.7%	2.0%	-0.1	56	-1.7%
CCOC(=O)[C@@H]1[C@H]2COc3ccc(Br)cc3[C@@H]2N2C(=O)N(c3ccc(F)cc3)C(=O)[C@]12C	-12.4%	5.6%	-1.4%	4.4%	1.2%	4.3%	6.6%	-2.7	88	0.1%
Cc1ccccc1NC(=O)c1ccccc1NC(=O)c1ccco1	0.8%	-0.5%	0.1%	4.7%	1.1%	2.7%	-0.2%	-3.2	89	2.6%
Nc1ccc(CCn2ccnc2)cc1	3.6%	-0.1%	-0.6%	10.6%	0.7%	8.6%	14.4%	-1.2	93	-1.4%
CC1CCN(S(=O)(=O)N2CCCC(C(=O)NCc3ccc(F)cc3)C2)CC1 (stereo unspecified)	-1.8%	0.5%	0.3%	8.7%	0.4%	20.1%	5.1%	0.1	55	5.6%
C[C@]12C(=O)N(c3ccc(Br)cc3)C(=O)N1[C@H]1c3ccccc3OC[C@@H]1[C@H]2c1ccccc1	3.2%	5.8%	nt	-3.0%	nt	nt	nt	-1.6	60	nt
CC(=O)Nc1ccc(NC(=O)CSc2nnc(C)c(=O)n2N)cc1	-0.8%	0.1%	0.2%	5.8%	0.7%	12.1%	-9.4%	-0.1	57	14.0%
CC(C)NC(=S)N/N=C/C1=CCC2CC1C2(C)C (stereo unspecified)	-2.2%	8.7%	-1.1%	10.9%	4.5%	14.7%	-22.2%	3.3	72	5.9%
CCCc1cc(=O)[nH]c(SCCOc2ccc(OCC)cc2)n1	-2.7%	-0.2%	-0.1%	3.0%	1.8%	3.7%	1.6%	0.2	66	-6.7%
COc1cccc(NC(=O)NC2CCCCCCC2)c1	-3.9%	-0.2%	-1.0%	1.6%	2.7%	1.7%	13.4%	3.3	62	-1.4%
O=P(Cc1ccncc1)(c1ccccc1)c1ccccc1	0.0%	0.9%	-0.5%	14.2%	0.8%	4.0%	-5.3%	1.3	43	-1.8%
COc1ccc(CNC(=S)Nc2ccc(Br)cc2)cc1	1.2%	0.2%	-1.0%	12.8%	3.8%	15.7%	1.1%	1.2	71	6.4%
COc1cc(-c2nnc(SCc3cccnc3)n2C)cc(OC)c1O	-0.7%	4.2%	-0.5%	3.7%	1.8%	6.3%	-10.2%	-1.5	42	2.8%
C=CCn1c(C)nnc1SCC(=O)Nc1nc(C)c(C(=O)N(C)C)s1	-2.9%	0.1%	-0.3%	6.5%	3.1%	4.5%	12.2%	0.7	69	2.0%
CN(C)S(=O)(=O)c1ccc(Cl)c(C(=O)Nc2cccc([N+](=O)[O-])c2)c1	-6.3%	0.0%	-0.3%	4.8%	0.3%	5.4%	-10.3%	0.1	37	1.8%
O=C(Cc1ccc(Br)cc1)OCC(=O)c1ccc[nH]1	-16.3%	-1.9%	nt	0.4%	nt	nt	nt	-2.6	53	nt
CC(C)CN(Cc1c(O)ccc2ccccc12)CC(C)C	3.7%	-1.8%	0.5%	47.4µM*	1.2%	22.7%	-11.6%	0.9	55	4.1%
Cc1cccc(NC(=O)c2sc3nc(-c4ccc(F)cc4)cn3c2C)n1	-27.2%	0.1%	0.0%	7.5%	7.9%	0.9%	-7.9%	2.8	62	-0.6%	Dengue-2 NS5 capping pilot replicate=-15.4
COc1cc([N+](=O)[O-])ccc1NC(=O)CSc1nc2ccccc2n1-c1ccccc1	nt	nt	-0.4%	nt	3.6%	5.5%	-5.0%	2.5	46	-0.7%
CCOC(=O)N1CCN(S(=O)(=O)c2ccc3c(c2)CCN3C(=O)C2CC2)CC1	8.8%	0.2%	-0.5%	-0.3%	16.4%	-13.5%	-1.3%	0.2	69	5.5%
COC(=O)c1sc(NC(=O)CSc2nnc(C(C)C)n2C)nc1C	-0.7%	3.7%	0.4%	4.0%	0.3%	4.8%	3.8%	-2.6	66	2.4%
CCOC(=O)/C(=C/c1ccc(F)cc1)NC(C)=O	0.6%	2.5%[50 µM]	-0.1%	4.9%	1.1%	4.9%	-9.7%	-0.7	86	-3.9%
Cc1nn(-c2ccccc2)c(N)c1C1(O)C(=O)Nc2ccccc21 (stereo unspecified)	6.2%	0.3%	-0.1%	6.3%	0.8%	10.3%	3.1%	-0.5	49	1.7%
CCCCCn1c(=S)[nH]c2ncccc2c1=O	0.0%	0.0%	nt	3.0%	-0.6%	1.5%	-13.0%	-0.8	86	2.5%

Already shown: an excerpt of the list.
SMILES	Dengue-2 NS5 capping	UTI89 phage lysis	West Nile virus CPE	MgcRacGAP inhibition	RSV antiviral HEp-2	SV40 large T antigen	AID2073	NTR1 agonist	NTR1 agonist cell count 20 µM	SIAH1 antagonists	others
CN(C)C(=O)CSc1nc2ccc(N3C(=O)c4ccccc4C3=O)cc2s1	0.8%	0.7%	-0.5%	8.3%	0.1%	13.9%	-6.7%	-0.1	54	-1.9%
CN(C)S(=O)(=O)c1ccc(C(=O)NCC(=O)N/N=C/c2cccs2)cc1	-7.2%	0.1%	0.6%	9.1%	1.3%	2.8%	11.4%	-0.8	69	-3.8%

Screens from PubChem BioAssay.

Random draw from the library; overall some 1.6% were active at least once.
